# Bioassay records as filed in PubChem.
# Nrf2 block – inhibitors of Nrf2 signaling | AID 504444 | 2.1% of 360,000 active | A549 ARE-Fluc reporter, luciferase luminescence, 18-24 h | Potency, µM (highest dose often 46 µM), for inactives: at the top dose activity change, negative = inhibition, most hits filed as inhibitors; note: potency is the fitted concentration of half-maximal effect; % is set by controls: 0 for no effect and ±100 for the full control effect; nearly all actives have a fitted effect of over 60% in size
#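 Quantitative HTS in A549 cells stably bearing an antioxidant response element-firefly luciferase construct. Inhibition of Nrf2-driven transcription was scored by luminescence after 18-24 h of compound exposure at 37 °C.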
# Nrf2 ARE act – activators of Nrf2 (ARE) signaling | AREc32 ARE-luciferase reporter (MCF7-derived line), luminescence, 24 h | Potency, µM (titrated, usually from 46.1 µM), for the others: at the highest dose activation, hits mostly activators | 0.31% of 410,000 active | AID 624171; note: potency is the fitted concentration of half-maximal effect; % of control where 0% means no effect; nearly all actives have a fitted effect of over 65% in size
#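 Reporter line AREc32 (ARE-Fluc), seeded overnight in OPTI-MEM with 5% FBS; compound pin-transferred, 24 hr at 37 deg C, 5% CO2; luminescent read-out.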
# MmCpn inh – blocks the Methanococcus maripaludis chaperonin Mm-Cpn; purified Mm-Cpn ATPase, ADP Transcreener TR-FRET; Potency, µM (highest dose often 76.9 µM), inactives show at the top dose activity, negative = inhibition, usual class: inhibitors; 0.031% of 330,000 active; note: potency is the fitted concentration of half-maximal effect; % is set by controls: 0 for no effect and ±100 for the full control effect; nearly all actives have a fitted effect of over 80% in size
#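 Measured: ADP formation by purified Mm-CPN. Conditions: 25 nM protein, 10 uM ATP, Tris pH 7.4 with Mg2+, K+ and DTT, 37°C for 30 min. Detection: Transcreener HTRF after 30 min at room temperature.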
# A549 viability – counter-screen for Nrf2 inhibitors: cytotoxicity in A549 cells | A549 ARE-Fluc cells, CellTiter-Fluor viability, 18-24 h | Potency, µM (doses to about 46 µM), without a hit: top-dose activity change, negative = cytotoxicity, usual class: inhibitors | 0.16% of 390,000 active | AID 504648; note: potency is the fitted concentration of half-maximal effect; % is set by controls: 0 for no effect and ±100 for the full control effect
#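 A549 ARE_Fluc cells in 5% FBS OPTI-MEM were exposed to compounds in concentration-response for 18-24 h at 37 deg C. Viability was read by CellTiter-Fluor fluorescence (Ex 405/Em 525) after 30 min, before the luciferase read.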
# EPAC2 antag – antagonists of human EPAC2. EPAC2 GEF exchange of Rap1B-BODIPY-GDP, fluorescence. 0.18% of 360,000 active. Potency, µM (titrated, usually from 114 µM), for inactives: top-dose activity, negative = inhibition, actives largely listed as inhibitors. Q8WZA2; note: potency is the fitted concentration of half-maximal effect; % is set by controls: 0 for no effect and ±100 for the full control effect; nearly all actives have a fitted effect of over 45% in size; many of its hits are not listed in these tables
# Target sequence (Q8WZA2 whole entry, looked up): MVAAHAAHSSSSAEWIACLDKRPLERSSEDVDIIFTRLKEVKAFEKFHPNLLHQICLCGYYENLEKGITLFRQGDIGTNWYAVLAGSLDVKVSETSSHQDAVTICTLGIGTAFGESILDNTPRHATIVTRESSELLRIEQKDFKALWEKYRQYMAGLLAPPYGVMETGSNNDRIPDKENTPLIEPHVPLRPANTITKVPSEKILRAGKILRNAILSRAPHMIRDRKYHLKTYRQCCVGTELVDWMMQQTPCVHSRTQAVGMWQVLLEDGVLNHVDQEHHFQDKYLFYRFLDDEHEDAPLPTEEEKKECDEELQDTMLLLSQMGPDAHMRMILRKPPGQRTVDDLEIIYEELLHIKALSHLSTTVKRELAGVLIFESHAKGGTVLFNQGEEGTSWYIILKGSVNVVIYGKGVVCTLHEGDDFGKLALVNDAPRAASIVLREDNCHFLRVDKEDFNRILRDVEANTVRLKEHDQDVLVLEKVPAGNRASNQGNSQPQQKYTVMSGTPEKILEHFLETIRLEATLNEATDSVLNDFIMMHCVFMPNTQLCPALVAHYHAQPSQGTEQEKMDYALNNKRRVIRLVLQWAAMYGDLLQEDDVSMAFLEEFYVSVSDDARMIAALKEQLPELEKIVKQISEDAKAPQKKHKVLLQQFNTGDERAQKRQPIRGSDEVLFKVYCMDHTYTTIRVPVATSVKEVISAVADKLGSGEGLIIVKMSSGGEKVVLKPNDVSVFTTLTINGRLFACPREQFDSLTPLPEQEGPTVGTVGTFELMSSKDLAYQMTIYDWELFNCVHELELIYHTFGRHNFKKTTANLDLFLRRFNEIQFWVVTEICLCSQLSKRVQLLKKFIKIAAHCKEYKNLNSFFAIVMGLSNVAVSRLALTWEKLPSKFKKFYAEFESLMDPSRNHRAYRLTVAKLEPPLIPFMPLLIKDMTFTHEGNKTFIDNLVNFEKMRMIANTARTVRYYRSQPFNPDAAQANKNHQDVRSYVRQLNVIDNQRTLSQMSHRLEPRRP
# CCT chaperon mod – changes cytosolic chaperonin activity; 0.3% of 360,000 active; purified chaperonin ATPase assay, HTRF ADP detection, 30 min; activity change, % (test concentration not listed), hits read low; in the data active = activity change below about -30%; note: % is set by controls: 0 for no effect and ±100 for the full control effect
#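 Nucleotide hydrolysis assay: TRiC at 20–40 nM final (set by batch activity) with 10 uM ATP, 30 min at 37 °C, in presence of 76 uM compound. Detection by competitive ADP HTRF, 30 min ambient.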
# TGFb SMAD3 inh – TGF-b pathway inhibition; HepG2 CAGA-GFP TGF-b/SMAD3 reporter, GFP fluorescence, 18 h; TGF-beta stimulated, 500 pg/mL final; Potency, µM (top dose mostly 46.1 µM), for the others: at the top dose activity, negative = inhibition, usual class: inhibitors; 1.2% of 410,000 active; AID 588855; note: potency is the fitted concentration of half-maximal effect; % is set by controls: 0 for no effect and ±100 for the full control effect; nearly all actives have a fitted effect of over 65% in size
#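 Read-out: total well GFP (ex488/em500-530) summed from mean per-cell fluorescence. Cells: HEPG2 CAGA-GFP, 1% FBS DMEM, 18 h at 37 degrees C with 500 pg/mL final TGF-beta. Unstimulated wells served as the full-inhibition control; stimulated DMSO wells = 0%.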
# Akt phos inh – inhibitors of Akt phosphorylation | activity change, % for hits at 50 µM | 0.32% of 360,000 active | Neuro2A IGF-stimulated pAkt S473 HTRF, 20 min; hits give low values; in the data active = activity change below about -80%; inconclusive = mostly about -51% to -80%; note: % is set by controls: 0 for no effect and ±100 for the full control effect
#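 Neuro2A cells in DMEM with 0.5% FBS, overnight at 37 deg C, given compound at single 50 µM final, then IGF (6 nM final) for 20 min at 37 deg C. Lysed; phospho-Akt Ser473 by HTRF after 24 h, 665/615 ratio.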
# EPAC2 agonist – EPAC2 (human) agonism; EPAC2 activation, biochemical qHTS; response scale: 100% = 6.5 mM cAMP response; Potency, µM (doses to about 154 µM), inactives show at the top dose activation, most hits filed as activators; 0.079% of 360,000 active; AID 720711; note: potency is the fitted concentration of half-maximal effect; nearly all actives have a fitted effect of over 50% in size
#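 Exchange assay: 100 nM EPAC2 with 250 nM Rap1B-BODIPY-GDP and 50 uM GDP. Fluorescence (ex 480/em 540 nm) read every 5 min for 30 min at room temperature. Data normalized to 6.5 mM cAMP as agonist control.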
# The depositor's hits bear a star; i = inactive; ? = inconclusive; . = not tested or not shown; & = joins results of further samples; [ ] = another dose, or the depositor's remark. Unless noted, calls come from the whole dose curve; as a rule, active = well fitted curve in the direction sought with a large enough effect; inconclusive = small, poorly fitted or top-dose-only effect, or another doubt; inactive = no such curve, though single readings can be large; an effect the other way counts as inactive or inconclusive. This is a subset (hit frequency here may not be typical).
no.	Compound	Nrf2 block	Nrf2 ARE act	MmCpn inh	A549 viability	EPAC2 antag
1	CC(=O)Nc1cccc(NS(=O)(=O)Cc2ccc(Cl)cc2)c1	-15%	0.2%	3%	-4%	4%
2	COc1cc(C(=O)N/N=C(\C)Cc2ccccc2)cc(OC)c1OC	20%	3.3%	-1%	-8%	1%
3	O=S(=O)(Nc1ccccn1)c1ccc(Oc2ccccc2)cc1	-25%	-0.2%	1%	-6%	5%
4	CC1(C(=O)NS(C)(=O)=O)CCN1C(=O)C/C=C/c1ccccc1 (centres undefined)	.	-0.2%	.	.	1%
5	Cn1c(SCC(=O)Nc2nccs2)nnc1-c1cccnc1	7%	-0.5%	-2%	4%	12%
6	COc1ccc(C2C=C(c3ccccc3)Nc3nc(NS(=O)(=O)c4ccc(Cl)cc4)nn32)cc1 (centres undefined)	6%	-2.4%	.	-1%	.
7	CCOC(=O)Cc1csc(NC(=O)CSc2nc3cccnc3n2CC)n1	-20%	0.0%	0%	-2%	0%
8	O=C(O)CCCNC(=O)c1cncc(O)c1	-1%	-0.6%	2%	2%	6%
9	COC(=O)c1ccc(OCC(=O)Nc2nn(-c3ccccc3)nc2C(N)=O)cc1	?	2.3%	-1%	24%	-3%
10	COc1ccc(C(CC(=O)O)NS(=O)(=O)c2ccc(C)cc2)cc1OC (centres undefined)	.	-0.5%	-1%	-1%	9%
11	CN(C(=O)c1cc(S(=O)(=O)N2CCOCC2)cs1)c1ccccc1	3%	0.3%	1%	-16%	7%
12	CCOc1ccc(N2C(=O)Nc3ccccc3C2(O)C(=O)NCc2ccccc2)cc1 (centres undefined)	-10%	0.0%	-4%	2%	-15%
13	CCC(C)Sc1cccc(-c2nc3ccc(C)cn3c2NC2CCCCC2)c1 (centres undefined)	?	6.0%&4.1%	-2%	-30%	-3%&-20%
14	COc1ccccc1N(CC(=O)NCC1CCCO1)C(=O)CCC(=O)Nc1cc(C)on1 (centres undefined)	-5%	0.1%	1%	-3%	13%
15	CC1(C)C(c2ccccc2)=NC(c2ccc(Br)cc2)N1O (centres undefined)	-26%	2.3%	-3%	-3%	-9%

no.	CCT chaperon mod	TGFb SMAD3 inh	Akt phos inh	EPAC2 agonist
1	-0.9	-6%	i	8%
2	0.3	?	i	6%
3	-0.1	?	i	5%
4	-1.0	61%[activator]	i	1%
5	0.3	12%	i	8%
6	.	56%[activator]	.	.
7	-2.6	2%	i	-2%
8	-1.6	0%	i	1%
9	-2.2	3%	i	5%
10	-3.9	0%	i	3%
11	0.4	2%	i	9%
12	2.9	-1%	i	-1%
13	-0.7&1.2	?	i	2%&13%
14	-3.7	-1%	i	7%
15	-1.3	-7%	i	3%

# New compounds follow
no.	Compound	Nrf2 block	Nrf2 ARE act	MmCpn inh	A549 viability	EPAC2 antag
16	COc1ccc(CCN2C(=O)N(c3ccc(C)cc3)C(=O)C2CC(=O)Nc2ccc(OC)cc2)cc1 (centres undefined)	-8%	3.6%	.	-18%	.
17	C[C@@H]1CN([C@H](C)CO)C(=O)c2cc(NC(=O)Nc3cccc4ccccc34)ccc2O[C@H]1CN(C)Cc1ccc(C(F)(F)F)cc1	4%	4.6%	0%	-21%	-2%
18	CCCc1c(C(=O)N/N=C(\C)CCc2ccccc2)nnn1-c1nonc1N	15%	-1.2%	1%	1%	4%
19	COc1ccccc1C1(CC(=O)N2CCCCC2)CCOC(C(C)C)C1 (centres undefined)	?	-0.5%	-4%[15.4 µM]	?	-2%
20	Cc1ccc(N2CC(C(N)=O)CC2=O)cc1 (centres undefined)	5%	-0.9%	-1%	-1%	2%
21	O=C(Nc1ccccc1)/C(=C/c1ccccc1)c1ccccc1	-19%	4.6%	?	-2%	-4%
22	CN1CCN(S(=O)(=O)c2cccc(S(=O)(=O)c3ccc(Cl)c(Cl)c3)c2)CC1	-16%	-0.4%	1%	?	1%
23	O[C@@H]([C@H](O)[C@H](O)CBr)[C@H](O)CBr	3%	0.0%	.	0%	8%
24	CCCN1CCN(CCNC(=O)Nc2cc(C)ccc2C)CC1	2%	-1.5%	2%	0%	-7%
25	CCN1CCOC(CC(=O)Nc2cccc([N+](=O)[O-])c2)C1=O (centres undefined)	-1%	2.2%	1%	0%	4%
26	O=C(NC(Cc1ccccc1)C(=O)NC(Cc1ccccc1)C(=O)O)c1ccccc1 (centres undefined)	1%	0.4%	-3%	1%	10%
27	O=[N+]([O-])c1cc(S(=O)(=O)N2CCCCC2)ccc1NCc1cccc(Cl)c1	-5%	0.7%	0%	7%	9%
28	O=C(CN1C(=O)/C(=C/c2ccc(C(F)(F)F)cc2)Sc2ccccc21)NCCCN1CCOCC1	-9%	24%	-1%	-6%	-8%
29	CNC(=S)NCc1ccc(OC)cc1	3%	-0.1%	1%	-1%	12%
30	CC(=O)Nc1ccc(S(=O)(=O)Nc2nc(C)cc(-n3nc(C)cc3C)n2)cc1	-3%	-0.1%	2%	-3%	11%

no.	CCT chaperon mod	TGFb SMAD3 inh	Akt phos inh	EPAC2 agonist
16	.	-23%	.	.
17	0.2	?	i	-16%
18	2.2	?	i	-1%
19	-1.1	2%	i	8%
20	-2.0	-5%	i	-1%
21	-0.7	?	i	13%
22	-0.9	18%	-108%*	2%
23	-1.9	0%	i	0%
24	-2.5	-7%	i	9%
25	-3.2	-11%	i	0%
26	-0.6	-5%	i	8%
27	1.1	?	i	10%
28	-1.6	?	i	-5%
29	1.2	8%	i	-5%
30	-3.5	11%	i	9%

# Continuation.
no.	Compound	Nrf2 block	Nrf2 ARE act	MmCpn inh	A549 viability	EPAC2 antag
31	c1cnc(Oc2ccc(-c3nnco3)cc2)cn1	20%	-0.2%	2%	-4%	12%
32	CCOc1cc(S(=O)(=O)N2CCN(Cc3ccccc3)CC2)ccc1Br	.	-0.4%	.	-2%	4%
33	Cc1ccc(CNC(=O)/C=C/c2ccc(Br)o2)cc1	-1%	-1.4%	0%	8%	-3%
34	CN1CCN(C(=O)c2cc(Cl)ccc2NC(=O)c2ccc(Cl)cc2Cl)CC1	14%	-0.5%	1%	-7%	0%
35	COc1ccc(/C=C/C(=O)NC(=S)Nc2ccc(S(=O)(=O)Nc3cc(C)on3)cc2)cc1	-3%	4.0%	-1%	-3%	-25%
36	COc1ccc(C)cc1NC(=O)C1CCCN(S(=O)(=O)c2ccc3[nH]c(=O)ccc3c2)C1 (centres undefined)	-7%&-16%	-0.6%&4.2%	-3%	2%&12%	7%
37	Cc1ccc(S(=O)(=O)N2CCCN(C(C)c3nc4ccccc4c(=O)[nH]3)CC2)cc1 (centres undefined)	?	0.0%	1%	-2%	-9%
38	NS(=O)(=O)c1ccc(NC(=S)N2CCc3ccccc32)cc1	?	0.3%	-2%	-1%	2%
39	O=C(N/N=C/c1sc2ccccc2c1O)c1cccc2ccccc12	?	3.5%	-3%	?	11%
40	Cc1cc2oc(=O)cc(CN3CCCCC3)c2cc1O	16%	11%	0%	7%	-5%
41	CCn1c(C)nc2cc(C(=O)NNC(=S)Nc3ccccc3)ccc21	?	2.9%	-1%	5%	0%
42	COc1ccc(S(=O)(=O)NCCc2ccncc2)cc1	-1%	0.5%	0%	1%	0%
43	C[C@H]1Cn2cnc(C(=O)Nc3ccccc3)c2C(=O)N1	.	3.5%	.	.	1%
44	COc1ccc2[nH]c(=O)c(CN(CCN3CCCC3)C(=O)Nc3ccccc3Cl)cc2c1	9%	0.0%	-3%	3%	2%
45	O=S(=O)(c1cccs1)N1CCN(c2ccc(Cl)cc2)CC1	-18%	0.8%&0.5%	-2%	1%&13%	2%
46	Cc1ccc(NC(=O)C(=O)NCC2(c3ccccc3)CCCC2)cc1C	17%	-0.3%	.	5%	.

no.	CCT chaperon mod	TGFb SMAD3 inh	Akt phos inh	EPAC2 agonist
31	-1.3	9%	i	5%
32	0.1	-84%	i	11%
33	1.4	-3%	i	9%
34	-2.7	5%	i	-1%
35	-2.8	?	i	10%
36	1.8	-4%&-17%	i	-1%
37	3.1	14µM*	i	7%
38	-1.1	-12%	i	4%
39	-0.8	-26%	i	12%
40	2.7	24%	i	7%
41	-4.0	-13%	i	8%
42	0.6	-17%	i	10%
43	0.7	17%	i	-2%
44	-3.1	3%	i	13%
45	0.2	-1%&-1%	i	19%
46	.	?	.	.
